STEP block = STEP (human) phosphatase inhibition; recombinant STEP, OMFP fluorogenic substrate, fluorescence; 0.25% of 360,000 active; AID 588621; P54829; inhibition, % at 20 µM;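 active means inhibition at 20 µM, scaled per plate between control wells, above about 37%, limit read from the data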;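 further: 0% = DMSO with enzyme and substrate and 100% = substrate only without enzyme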
Target sequence (P54829 whole entry, looked up): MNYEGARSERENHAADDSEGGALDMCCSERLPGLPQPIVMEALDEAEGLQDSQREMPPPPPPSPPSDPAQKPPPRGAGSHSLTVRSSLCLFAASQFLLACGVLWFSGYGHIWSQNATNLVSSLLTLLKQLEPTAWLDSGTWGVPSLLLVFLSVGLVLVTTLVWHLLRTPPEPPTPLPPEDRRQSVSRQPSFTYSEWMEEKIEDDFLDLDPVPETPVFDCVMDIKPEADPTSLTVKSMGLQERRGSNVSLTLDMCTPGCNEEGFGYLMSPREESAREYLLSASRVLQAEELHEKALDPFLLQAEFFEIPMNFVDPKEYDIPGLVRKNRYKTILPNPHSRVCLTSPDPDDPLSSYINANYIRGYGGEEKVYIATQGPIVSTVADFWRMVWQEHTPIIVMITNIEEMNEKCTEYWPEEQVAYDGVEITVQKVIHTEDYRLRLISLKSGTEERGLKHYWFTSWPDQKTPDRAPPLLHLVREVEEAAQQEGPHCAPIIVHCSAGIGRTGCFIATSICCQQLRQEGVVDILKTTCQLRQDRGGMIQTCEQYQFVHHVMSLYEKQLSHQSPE
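Assay system: isolated STEP enzyme. Buffer or medium: pH 6.0 Bis-Tris with DTT and Tween 20. Also added: fluorogenic phosphatase substrate OMFP at 25 µM final. Dosing: 20 µM, 1% DMSO. Timing: 20 min reaction, room temperature, in the dark. Measured by: fluorescence intensity, excitation 480 nm, emission 540 nm. Evaluation: normalized % inhibition.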
CendR NRP1 mod = modulators of CendR peptide binding to human neuropilin-1; AID 602438; inhibition, % at 25 µM; FAM-RPARPAR peptide binding to NRP-1, fluorescence polarization; 0.85% of 360,000 active;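 active means inhibition or corrected inhibition above about 18%, plus a signal ratio from 0.5 to 1.5, limit read from the data, passing the limit was not always enough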; further: strong numbers were not always called active
TbMetRS inhib = Trypanosoma brucei MetRS inhibition; inhibition, % at 11.9 µM; AID 624268; 0.4% of 360,000 active; purified T. brucei MetRS, ATP depletion, Kinase-Glo luminescence;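 active means inhibition above a per-plate cutoff of the control wells' mean inhibition plus 3 SD, cut at about 5.5% in these data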;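 further: 0% = DMSO wells median and 100% = median of wells with control inhibitor compound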
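Material: parasite MetRS enzyme / Replication: singlicate, one well per compound / Signal: luminescence of leftover ATP / Schedule: 2 h aminoacylation at 25 °C after 15 min preincubation / Medium: HEPES-MgCl2-KCl buffer plus DTT, spermine, BSA, pyrophosphatase / Doses: 11.9 µM single point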
SKN-1 inh = C. elegans SKN-1 inhibition; C. elegans VP596 Pgst-4::GFP/RFP ratio, acrylamide-induced, 24 h; inhibition, % at 21.8 µM; 0.49% of 360,000 active; AID 624304;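 active means interference check ratio from 0.5 to 1.5 plus GFP to RFP signal ratio inhibition reaching or exceeding a fixed threshold, cut at about 30% in these data, passing the limit was not always enough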; further: some compounds called inactive have numbers as strong as hits
Scp1 inh = inhibitors of human Scp-1 phosphatase; Q9GZU7; 0.88% of 340,000 active; inhibition, % at 20 µM; Recombinant Scp1, phosphopeptide, malachite green phosphate absorbance;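 active means inhibition above about 50% at 20 µM, limit read from the data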;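 further: plate controls were DMSO wells with enzyme for no effect and wells lacking enzyme for full effect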
Target sequence (Q9GZU7 76-261 limits assumed): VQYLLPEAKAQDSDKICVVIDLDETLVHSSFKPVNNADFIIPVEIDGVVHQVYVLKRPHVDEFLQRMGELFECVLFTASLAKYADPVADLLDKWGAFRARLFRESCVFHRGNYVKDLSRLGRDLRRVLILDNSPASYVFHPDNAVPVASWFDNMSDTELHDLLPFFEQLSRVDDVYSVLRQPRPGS
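Material – SCP-1 phosphatase catalytic domain, residues 76-261 · Buffer or medium – Acidic Tris acetate buffer with magnesium and detergent · Also added – Phospho 17-mer peptide substrate · Compound – single 20 µM dose, 1% DMSO · Times – 45 min room-temperature reaction, 5 min colour, 30 min stabiliser · Technique – Phosphate-binding colour reagent, absorbance read at 630 nm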
SUMO1 PPI mod = modulators of human SUMO1-mediated protein-protein interactions; P63165; SUMO1 binding to a labelled peptide, TR-FRET, 1 h; inhibition, % at 20 µM; 0.33% of 360,000 active; in the data active means inhibition above about 37%
Target sequence (P63165 whole entry, looked up): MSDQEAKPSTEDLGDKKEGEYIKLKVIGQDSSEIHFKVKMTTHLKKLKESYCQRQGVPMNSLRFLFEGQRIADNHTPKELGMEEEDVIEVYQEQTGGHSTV
Neddyl block = blocks human cullin neddylation; P61081+Q13564; TR-FRET cullin neddylation, biochemical; calls only at 25 µM; 0.58% of 360,000 active; AID 651699; in the data active means inhibition above about 36%
LMPTP block = LMPTP (human) inhibition. recombinant LMPTP-A, OMFP fluorogenic substrate, fluorescence intensity. inhibition, % at 20 µM. 0.22% of 360,000 active;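 active means compounds that cut the enzyme signal by at least half of the control window in the single-dose screen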;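 further: plate controls were DMSO wells with enzyme plus substrate for no effect and substrate without enzyme for full effect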
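Buffer or medium: Bis-Tris pH 6.0, DTT, detergent; Assay system: LMPTP-A enzyme; Quantity: 0.625 nM enzyme; Detection: endpoint fluorescence intensity; Times: 50 min dark incubation at room temperature; Controls: substrate-only low control, DMSO enzyme-plus-substrate high control; Doses: single 20 µM dose; Read-out: percent inhibition versus substrate-only and uninhibited controls; Reagent: 400 µM OMFP.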
NadD inh = NadD (S. aureus) enzyme inhibition; 0.78% of 360,000 active; inhibition, % at 20 µM; purified NadD enzyme, colorimetric absorbance read-out; in the data active means inhibition above about 26%; further: some compounds past the cut are filed as inactive
DNMT1 block = inhibitors of human DNMT1. DNMT1 molecular beacon, Hinp1I cleavage, fluorescence. inhibition (reported as % activation of signal), % at 10 µM. P26358. 0.83% of 360,000 active; in the data active means inhibition above about 50%
Numbers without * were called inactive; i = inactive; / = not tested or not shown. Compounds were not picked by outcome; about 4.6% have a hit in one of these screens.

Order of values: STEP block, CendR NRP1 mod, TbMetRS inhib, SKN-1 inh, Scp1 inh, SUMO1 PPI mod, Neddyl block, LMPTP block, NadD inh, DNMT1 block
1	COc1cccc(-c2cc(C(=O)N3CCN(S(=O)(=O)c4ccccc4)CC3)[nH]n2)c1
    -0.5, -13.0, -0.3, 6.8, -0.4, -0.2, i, 2.4, -6.0, 0.2
2	COc1ccc(C(=O)NN=C2CCCC2)cc1
    0.9, 3.9, 0.0, -8.5, 1.3, 2.6, i, -1.5, 6.1, -0.1
3	COc1ccccc1OCCNC(=O)c1c(-c2ccccc2Cl)noc1C
    -0.5, -3.0, -0.2, 10.4, 0.0, -1.5, i, -0.7, -3.3, 0.0
4	Cc1noc(C)c1COc1ccc(C(=O)O)cc1
    -0.9, 7.5, -0.3, -1.0, -2.7, -3.8, i, 1.2, -7.8, 0.1
5	COc1c(-c2ccc(O)cc2)oc2cc(O)cc(O)c2c1=O
    -0.7, 10.8, -2.1, -3.8, 44.7, 3.4, i, 1.9, -3.0, 18.5
6	Cc1nnc(SCc2nnc(-c3cccs3)o2)n1C1CCCCC1
    -2.0, 4.1, -0.4, -3.6, -8.1, 1.4, i, 0.3, 1.0, -1.9
7	CCC(C)(C)n1nnnc1C(c1cc2cc3c(cc2[nH]c1=O)OCO3)N1CCN(C)CC1 (stereo unspecified)
    -5.6, -8.1, 0.1, 1.2, 0.2, -2.0, /, -0.7, -0.6, -0.1
8	O=C(NCc1ccccn1)c1cc(-c2ccccc2Cl)on1
    0.4, 4.4, 0.4, 3.1, -2.2, 3.6, i, 0.0, -2.7, 7.6
9	CC(C)(CC(=O)O)CC(=O)N1CCN(c2nc3cc(Cl)ccc3s2)CC1
    -1.4, -0.5, -0.9, 6.2, -12.3, 5.6, i, -0.6, -0.8, -0.9
10	O=C(Cc1ccc(NC(=O)C2CCN(C(=O)c3ccccc3)CC2)cc1)Nc1cccc(C(=O)N2CCCCC2)c1
    0.9, -1.3, -0.3, 14.1, 4.1, 3.1, i, 0.4, 2.9, -0.8
11	CCCCNC(=O)Cc1c(OC)ccc2cc(Br)ccc12
    2.9, 7.1, -0.1, 5.4, -12.2, -2.1, i, -1.1, -2.6, 9.9
12	Cc1sc2nc(CSC(C)C(=O)Nc3ccccn3)[nH]c(=O)c2c1C (stereo unspecified)
    -1.3, -30.9, -0.2, 5.9, 0.5, 3.1, i, -1.1, 3.9, 7.9
13	O=C(/C=C/c1cccc2ccccc12)N1CCOCC1
    0.8, -4.5, -0.3, 16.0, 3.8, -7.4, i, -0.7, -4.8, -1.4
14	CCN1CCCC1CNC(=O)C(=O)Nc1ccccc1 (stereo unspecified)
    0.2, 8.8, -0.5, -6.1, -14.1, 0.5, i, -1.6, -2.8, -2.2
15	O=S(=O)(c1ccc2nc(COc3ccccc3)[nH]c2c1)N1CCOCC1
    -3.6, 8.4, 1.2, 5.3, -7.7, 2.2, i, -1.6, 1.3, 1.2
16	COc1cccc(-c2nnc(-c3ccc(C(F)(F)F)cc3)o2)c1OC
    -1.4, -12.0, -0.7, 9.2, -6.6, -6.9, i, 3.4, 2.5, 2.2
17	CCc1nnc(NC(=O)CSc2nc3ccccc3o2)s1
    0.3, -3.0, -0.6, 0.9, -10.9, 5.1, i, 0.0, -0.4, 4.4
18	Cc1ccccc1CN1CCN(CC(=O)NCc2ccc3c(c2)OCO3)C1=O
    6.5, 0.6, -0.7, -5.9, -6.5, -1.9, i, -0.7, -7.0, 1.0
19	Cn1ncc(Cl)c1C(=O)NC1CCCC1
    -0.5, 17.2, -0.5, -1.6, -5.0, 1.7, i, -1.3, -4.4, 3.5
20	CCC(=O)N=c1sc2ccccc2n1-c1ccccc1
    1.4, 11.4, 0.1, 15.9, -6.0, 6.5, i, 1.0, 4.9, 1.9
21	Cc1cccc(C)c1OCC(O)CN1CCCCC1 (stereo unspecified)
    -3.7, -8.7, -1.4, 3.7, 8.8, -0.8, i, -1.0, 1.9, 1.0
22	O=C1/C(=C/c2ccsc2)N2CCC1CC2
    -2.5, -2.6, -0.2, 12.7, 4.5, -2.0, i, -2.5, -7.0, 2.4
23	Cc1cccc(-c2oc3ccc(-c4ccc5c(c4)OCO5)cc3c2C#Cc2cncn2C)c1
    4.5, 17.5, -0.5, 4.4, 39.3, -3.7, /, 5.5, 26.9, -29.6
24	O=C(CCC1CC(=O)Nc2ccccc21)NCc1ccc(F)cc1 (stereo unspecified)
    -1.6, -8.4, -0.2, 0.0, -8.4, 1.2, i, -2.9, -3.3, -9.6
25	O=C(NCc1ccco1)C12CC3CC(C1)CC(C(=O)NCc1ccco1)(C3)C2
    3.2, -6.7, -1.9, -5.9, -1.2, -2.8, i, -1.6, 1.1, 8.0
26	O=C(CCCCC(=O)NN=Cc1ccc(Cl)cc1)NN=Cc1ccc(Cl)cc1
    -2.6, 8.8, -0.4, -0.9, 2.6, 8.4, i, 1.7, 7.0, -7.7
27	CCOC(=O)CNC(=O)CN1CCCN(S(=O)(=O)c2ccc(Br)s2)CC1
    -0.9, 5.3, -1.2, -7.5, -1.8, -3.4, i, -3.8, -0.4, -0.7
28	COc1ccccc1CNc1nc(NCCN2CCNC2=O)c2sccc2n1
    -1.5, 1.5, 0.0, 2.1, /, 2.6, i, 35.6, 5.5, 6.9
29	O=C(C1=C(O)C(=O)N(CCN2CCOCC2)C1c1ccccc1)c1cccs1 (stereo unspecified)
    -0.7, -8.3, 0.1, 0.5, -0.2, -1.8, i, -1.4, 2.1, -2.5
30	CCOC(=O)c1ccc(NC(=O)CNC(=O)c2ccccc2)cc1
    2.2, 15.7, -1.6, -14.7, -0.1, -0.1, i, -1.1, -2.3, 2.2
31	Fc1cccc(C2CC(c3cccc(Br)c3)Nc3nnnn32)c1 (stereo unspecified)
    -4.1, 2.7, 0.7, -12.0, -7.4, -2.3, i, -3.0, 0.0, -3.8
32	CCOC(=O)NC1(C(F)(F)F)N=C(c2ccccc2)NC1=O (stereo unspecified)
    6.7, -0.9, -0.2, 14.1, -5.6, 0.6, i, -0.4, 4.3, 0.3
33	Cc1ccc(NC(=O)Cn2c(CCC(=O)O)ccc2-c2cccs2)cc1
    0.8, -14.8, 0.7, 8.2, -2.7, 5.7, i, -0.7, -5.3, 12.0
34	Cc1ccc(C(O)C(=O)c2ccco2)cc1 (stereo unspecified)
    -1.2, -2.5, 0.3, 6.2, -3.6, 1.9, i, -0.1, -2.6, 0.3
35	Cc1ccc(N2CCN(/N=C/c3c(C)nn(-c4ccccc4)c3Cl)CC2)cc1
    -0.9, 1.4, -0.2, -8.7, -6.6, -2.9, i, -1.4, 1.9, -12.5
36	Cc1cc(C)n(C(C)CNS(=O)(=O)c2ccc(Cl)cc2)n1 (stereo unspecified)
    -0.6, 7.0, 0.3, 1.9, -3.6, -0.2, i, 1.0, 2.2, -0.9
37	O=C(Cc1ccc2c(c1)OCCO2)Nc1cc(C(F)(F)F)ccc1N1CCOCC1
    4.8, 7.4, -0.2, 22.1, -8.0, 3.8, i, 1.9, -2.8, 4.3
38	Cc1[nH]nc2oc(=O)c(CCO)c(C)c12
    -2.9, 6.5, -1.8, -1.1, 1.5, 1.8, i, -1.6, -2.1, -0.3
39	COc1ccc(NCc2nnc(SCC(=O)Nc3cccc(C)c3)o2)cc1
    -1.0, 2.4, 0.1, 13.2, -0.3, -3.4, i, 0.2, 4.8, -18.0
40	Cc1ccc(-c2nc(=S)c3c(n2CCN2CCOCC2)CC(C)(C)OC3)cc1
    -2.2, 7.2, -1.4, 35.7*, 0.3, -1.7, i, -2.9, -0.9, 7.7
41	C=CCNC(=S)Nc1ccccc1-c1nnc2n1CCCCC2
    -1.4, 16.9, 0.0, 0.0, -3.1, -0.8, i, 0.1, 12.5, 2.8
42	COc1cccc(CN(C)C(=O)C23CC4CC(CC(C4)C2)C3)c1
    0.1, 9.6, -0.6, 7.4, -4.7, 5.2, i, 0.4, -9.9, -1.9
43	CCc1nc2ccc(C(=O)NC3CCN(Cc4ccccc4)CC3)cn2c1N(C)Cc1cc2ccccc2s1
    1.4, -7.0, -0.1, 17.1, /, -9.5, i, 10.0, 23.1, -21.8
44	O=C(Nc1ccc([N+](=O)[O-])cc1)Nc1ccon1
    -0.3, -4.2, -0.2, 21.4, -8.3, -27.4, i, -1.8, -7.3, 4.2
45	CCN(c1ccccc1)S(=O)(=O)c1cc2c3c(c1)C(C)C(=O)N3CCC2 (stereo unspecified)
    -0.3, 15.8, -0.2, 8.3, -9.6, 3.6, i, -0.6, -5.2, -2.8
46	NNC(=O)CNc1cccc(Br)c1
    -1.1, 6.9, -0.1, 4.7, -1.3, 4.6, i, -2.0, -8.7, -2.3
47	Cc1ccccc1NC(=O)Cn1c(=O)n(C)c2ccccc21
    1.5, -6.7, -0.6, -6.7, -6.0, 5.3, i, -1.2, -3.0, 1.7
48	O=C(CSc1ccc([N+](=O)[O-])cc1)Nc1cccc(S(=O)(=O)Nc2ccccc2F)c1
    2.1, 5.4, 0.1, -13.2, -12.5, -3.4, i, 5.4, 16.0, -5.9
49	COc1ccc(Cc2c(O)nc(SCC(=O)c3ccc(OC)cc3)[nH]c2=O)cc1
    -1.4, -7.1, 0.9, 1.3, -11.1, 4.8, i, -0.2, 0.3, 3.0
50	Cc1cccc(Cc2nnc(CCC(=O)N(C)C3CCOC3)o2)c1 (stereo unspecified)
    2.6, 15.4, -0.1, -0.7, -6.4, -3.3, i, -1.0, -3.0, -0.8
51	Cc1ccc(-c2csc(N)n2)cc1
    0.7, 1.1, 0.3, -17.9, -2.2, -4.0, i, 1.0, 0.4, -9.7
